# FLuc counter: inhibits or activates purified firefly luciferase, miR-21 counter-screen | P08659 | purified FLuc, Km substrates, luminescence inhibition | Potency, µM (series often up to 57.5 µM), for inactives: at the highest dose activity change, negative = inhibition, most hits filed as inhibitors | 360,000 tested, 6.9% active; active = well fitted inhibition curve with a large enough effect; inconclusive = small, poorly fitted or top-dose-only effect;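 also: plate controls were vehicle for no effect and reference inhibitor for full effect; nearly all actives have a fitted effect of over 55% in size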
# Target sequence (P08659 whole entry, looked up): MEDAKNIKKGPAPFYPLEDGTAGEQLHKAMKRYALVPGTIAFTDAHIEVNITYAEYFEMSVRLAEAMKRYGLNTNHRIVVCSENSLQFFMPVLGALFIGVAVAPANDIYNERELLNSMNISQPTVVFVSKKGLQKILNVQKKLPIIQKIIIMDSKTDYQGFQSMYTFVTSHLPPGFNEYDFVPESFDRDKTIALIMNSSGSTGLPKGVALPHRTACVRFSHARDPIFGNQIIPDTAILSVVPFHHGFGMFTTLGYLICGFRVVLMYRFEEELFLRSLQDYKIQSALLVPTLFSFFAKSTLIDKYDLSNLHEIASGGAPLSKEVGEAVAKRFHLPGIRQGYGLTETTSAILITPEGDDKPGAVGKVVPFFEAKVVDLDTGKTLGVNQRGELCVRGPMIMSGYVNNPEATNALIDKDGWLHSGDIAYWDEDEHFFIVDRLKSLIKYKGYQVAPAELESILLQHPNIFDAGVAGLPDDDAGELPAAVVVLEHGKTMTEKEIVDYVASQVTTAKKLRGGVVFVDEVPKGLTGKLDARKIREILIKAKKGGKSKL
#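 Purified P. pyralis luciferase (10nM final) with 10uM D-luciferin and 10uM ATP (Km levels) in 50mM Tris acetate pH 7.5, 10mM Mg acetate, 0.01% Tween-20, 0.05% BSA; qHTS 6-point titration, ~60 µM downward; luminescence read.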
# Numbers without * were called inactive; ? = inconclusive. Potency is read from the fitted curve at half-maximal effect. This is a subset. The share of hits here may be higher or lower than overall.
SMILES,FLuc counter
Nc1cc(=O)nc(SCC(=O)Nc2ccc(F)cc2)n1CCc1ccccc1,6%
CCc1ccc2occ(CC(=O)Nc3ccccc3C(F)(F)F)c2c1,3%
CCc1ccc(NC(=O)C(=O)NCC(c2cccnc2)N2CCc3ccccc3C2)cc1 (configuration not stated),?
CN(C(=O)C1CCCN(c2ncnc3c2nc2n3CCCCC2)C1)c1ccccc1F (configuration not stated),-7%
CCOc1ccc(/C=C/C(=O)Nc2ccc3nc(N(CC)CC)cc(C)c3c2)cc1OC,-1%
COc1cccc(NC(=O)CN2CCCN(S(=O)(=O)c3ccc(Br)cc3)CC2)c1,-9%
Brc1ccc(-c2nc(N3CCN(c4ccccc4)CC3)c3ccccc3n2)cc1,-4%
CCC(C)S(=O)(=O)c1oc(-c2ccc(F)cc2)nc1S(=O)(=O)c1ccc(F)cc1 (configuration not stated),3%
CC(C)N(C(=O)Cn1cc(S(=O)(=O)Cc2ccc(C(F)(F)F)cc2)c2ccccc21)C(C)C,5%
CCOc1ccc(Sc2cc(C(=O)NCc3ccccc3Cl)c3ccccc3n2)cc1,4%
COc1ccc(OC)c(-c2csc(-c3c(N)c(C(=O)c4ccccc4)n4ccccc34)n2)c1,0%
COc1ccc(NC(=O)CSc2nnc3scc(-c4ccc(Cl)cc4)n23)cc1,4%
Cc1ccc(C2c3[nH]c4ccccc4c3CCN2C(=O)c2cccc(C)c2)cc1 (configuration not stated),0%
CCOc1ccc(NC(=O)CC2C(=O)N(c3ccccc3)C(=O)N2C2CCCCC2)cc1 (configuration not stated),1%
COC(=O)c1c(-c2ccc(Cl)cc2)noc1N1CCN(c2ccc(C)cc2C)CC1,-7%
COc1ccccc1-c1cc(C(=O)Nc2ccccc2C(F)(F)F)no1,0%
COc1cccc(CNC(=O)c2ccc3c(c2)sc2nc(-c4ccccc4)cn23)c1OC,-2%
CC1=C(C(=O)Nc2ccccc2)C(c2cc(Br)ccc2F)n2ncc(C(=O)Nc3ccccc3)c2N1 (configuration not stated),1%
CC(=O)Nc1ccc(Nc2nc3ccc(C)cc3n3nnnc23)cc1,-3%
CCOc1ccccc1NC(=O)N1CCc2cc(S(=O)(=O)N3CCC(C)CC3)ccc21,-4%
CC(C)(C)OC(=O)N1CCC(c2c(C(=O)NCCc3ccsc3)cnn2-c2ccccc2Cl)CC1,-10%
O=C(C1CCCN(S(=O)(=O)c2ccc(Br)s2)C1)N1CCN(c2cccc(Cl)c2)CC1 (configuration not stated),-3%
CCc1cc2c(cc3c(=O)n(CC(=O)N4CCN(c5cccc(C)c5C)CC4)nc(CC)n32)s1,-12%
O=C(c1ccc2c(c1)N(Cc1ccc(F)cc1)C(=O)c1ccccc1S2(=O)=O)N1CCCCC1,-3%
COc1ccc(N2C(=O)CCSC23C(=O)N(Cc2ccc(F)cc2)c2ccccc23)cc1 (configuration not stated),-13%
CCCCOc1ccc(C(=O)Nc2ccc3c(c2)CCCN3C(=O)c2cccs2)cc1,-10%
COc1ccc(NC(=O)CSc2nnc(NC(=O)Nc3ccccc3)s2)cc1OC,?
COc1cccc2sc(N(Cc3cccnc3)C(=O)c3ccc(S(=O)(=O)N(C)C)cc3)nc12,1%
Cc1ccc(Cl)cc1N1CCN(C(=O)c2cnc(N3CCOCC3)c3ccccc23)CC1,-10%
COc1ccc(Br)c(C(=O)Nc2cc3c(cc2N2CCOCC2)n(C)c(=O)n3C)c1,0%
Cc1cccc(N2CCN(C(=O)Cn3c(=O)c4cccn4c4ccc(F)cc43)CC2C)c1 (configuration not stated),2%
CCOC(=O)CSC1=Nc2ccccc2C2=NC(CCC(=O)NCc3ccccc3)C(=O)N12 (configuration not stated),-1%
Cc1ccc(C(=O)COC(=O)C(Cc2c[nH]c3ccccc23)NC(=O)c2ccc(Br)cc2)cc1 (configuration not stated),0%
CCC(=O)N1CCc2cc(CNS(=O)(=O)c3cccs3)ccc21,?
CC1CCCCN1C(=O)CSc1nnc(-c2cccc(Cl)c2)o1 (configuration not stated),?
CCCOc1ccc(C2c3c(oc4ccc(F)cc4c3=O)C(=O)N2CCc2ccc(OC)cc2)cc1 (configuration not stated),0%
CCn1c(=O)n(CC)c2cc(N3CCCC3)c(NC(=O)Nc3cc(C)cc(C)c3)cc21,-2%
CCCNc1ncnc2c1c(-c1ccccc1)cn2-c1ccc(OCC)cc1,-5%
CCc1cccc(CC)c1N(COC)C(=O)Cn1c(CC)nc2ccccc21,-15%
COc1cccc(CNC(=O)Cn2nc(N3CCN(c4ccccc4OC)CC3)ccc2=O)c1,-3%
COc1ccccc1NC(=O)Cn1c(=O)n(-c2cccc(Cl)c2)c(=O)c2c1c1cc(C)ccc1n2C,-3%
CN1CCN(C(CNC(=O)c2ccccc2)c2ccc3c(c2)OCO3)CC1 (configuration not stated),-1%
Cc1ccc(N(CC(=O)NCc2ccc(OC(C)C)cc2)S(=O)(=O)N(C)C)cc1,-3%
Cc1nc(-c2ccc(F)cc2)sc1CCNC(=O)c1cccs1,-16%
O=C(NCc1cccnc1)c1nn(-c2ccccc2F)nc1CO,-6%
COc1ccc(OC)c(NC(=O)c2c(NCc3sccc3C)sc3c2CCCCC3)c1,-18%
CCc1ccc(S(=O)(=O)c2cn(C)c3cc(N4CCN(CC)CC4)c(F)cc3c2=O)cc1,0%
CN(Cc1ccccc1)S(=O)(=O)c1nnc(NC(=O)c2cccc(Cl)c2)s1,-18%
Cc1nnc(N2CCC(C(=O)Nc3ccc(F)cc3)CC2)c2nn(-c3ccc(Cl)cc3)c(C)c12,0%
CCc1ccccc1NC(=O)c1ccc(F)c(S(=O)(=O)NC2CCCCCC2)c1,-2%

# Fetched by compound from the entries so far (four):
SMILES,FLuc counter
O=C(NCc1cccnc1)c1nn(-c2ccccc2F)nc1CO,-6%
Cc1nc(-c2ccc(F)cc2)sc1CCNC(=O)c1cccs1,-16%
Cc1ccc(N(CC(=O)NCc2ccc(OC(C)C)cc2)S(=O)(=O)N(C)C)cc1,-3%
CCc1ccc(S(=O)(=O)c2cn(C)c3cc(N4CCN(CC)CC4)c(F)cc3c2=O)cc1,0%

# The listing continues.
SMILES,FLuc counter
Cc1ccc(N2C(=O)CCSC23C(=O)N(Cc2ccc(F)cc2)c2ccccc23)cc1 (configuration not stated),-18%
O=C(CSc1ncc(S(=O)(=O)c2ccc(Cl)cc2)c(=O)[nH]1)Nc1cccc(C(F)(F)F)c1,?
CCCS(=O)(=O)N1CC(=O)N(c2ccc(Cl)cc2)C(C)(C(=O)NC2CCCC2)C1 (configuration not stated),0%
CC12CN3CC(C)(CN(C1)C3c1ccc(OCc3ccccc3)cc1)C2=O (configuration not stated),-3%
Cc1ccc(C)c(CN2C(=O)c3ccccc3Sc3ccc(C(=O)NCc4cccs4)cc32)c1,-2%
O=C(CSc1n[nH]c(-c2ccc(F)cc2)n1)N1CCN(c2ccc(F)cc2)CC1,-4%
COc1cccc(NC(=O)/C(C#N)=C/c2ccc(-c3ccc(C)cc3)o2)c1,?
CCc1nn(-c2ccccc2)c2nc(-c3cccc(OC)c3)c3cc(OC)c(OC)cc3c12,2%
COc1ccc2nc(N(Cc3cccnc3)C(=O)C3CCCCC3)sc2c1,-13%
CCc1ccc(NC(=O)CCc2c(C)n(C)c3cc(-c4ccccc4C)nn3c2=O)cc1,0%

# Structures shown so far with an NH in an aromatic ring (four):
SMILES,FLuc counter
Cc1ccc(C2c3[nH]c4ccccc4c3CCN2C(=O)c2cccc(C)c2)cc1 (configuration not stated),0%
Cc1ccc(C(=O)COC(=O)C(Cc2c[nH]c3ccccc23)NC(=O)c2ccc(Br)cc2)cc1 (configuration not stated),0%
O=C(CSc1ncc(S(=O)(=O)c2ccc(Cl)cc2)c(=O)[nH]1)Nc1cccc(C(F)(F)F)c1,?
O=C(CSc1n[nH]c(-c2ccc(F)cc2)n1)N1CCN(c2ccc(F)cc2)CC1,-4%

# (further entries)
SMILES,FLuc counter
CCOC(=O)c1ccc(NC(=O)c2c(NCc3cccc(OC)c3OC)sc3c2CCC3)cc1,6%
CCn1c(=O)cc(SCC(=O)N2CCN(c3cc(C)ccc3C)CC2)c2ccccc21,-1%
COc1cccc(NC(=O)C(Cc2ccccc2)NS(=O)(=O)c2ccc3c(c2)oc(=O)n3C)c1 (configuration not stated),0%
O=C(c1cccc(Cl)c1)N1c2nc(-c3ccco3)nn2C2(CCCCC2)[C@@H]2CCCC[C@@H]21,-6%
COc1ccc(-c2noc(CSCC(=O)Nc3ccc(C)cc3Br)n2)cc1OC,-16%
Cc1ccc(OCCCSc2nc(-c3ccc(C(C)(C)C)cc3)nc3cc(=O)[nH]n23)cc1C,?
Cc1oc(-c2ccc(C(=O)NCc3ccccc3)cc2)nc1CS(=O)(=O)c1ccccc1,-7%
CC(=O)Nc1nonc1-c1nnc(SCc2ccccc2C)n1C,-8%
CCOC(=O)c1ccc(NC(=O)Cn2cnc3sc(C(=O)OCC)c(C)c3c2=O)cc1,-2%
Cc1ccc(-c2nnc3ccccc3c2C(=O)Nc2ccccc2F)cc1,-2%

# Some values from the results shown:
# Cc1ccc(-c2nnc3ccccc3c2C(=O)Nc2ccccc2F)cc1 in FLuc counter shows -2%
# COc1cccc(NC(=O)C(Cc2ccccc2)NS(=O)(=O)c2ccc3c(c2)oc(=O)n3C)c1 (configuration not stated) in FLuc counter shows 0%
# O=C(c1cccc(Cl)c1)N1c2nc(-c3ccco3)nn2C2(CCCCC2)[C@@H]2CCCC[C@@H]21 in FLuc counter shows -6%

# (more compounds)
SMILES,FLuc counter
COc1ccccc1N1CCN(S(=O)(=O)c2c(C)sc3ncn(CC(=O)Nc4ccccc4F)c(=O)c23)CC1,0%
O=c1c2cc3c(cc2n(Cc2ccc(Cl)cc2)c(=O)n1Cc1nc(-c2ccccc2)no1)OCO3,-5%
O=C(c1ccccc1)c1ccc2nc(Nc3ccccc3Cl)c3nncn3c2c1,3%
CCc1ccc(C(=O)c2cn(CC(=O)NCCc3ccccc3)c3nc(C)ccc3c2=O)cc1,-5%
Cc1ccc(C2=CC(c3c(F)cccc3Cl)n3ncnc3N2)cc1C (configuration not stated),-12%
CCN1CCN(c2ncnc3c2cnn3-c2cc(Cl)ccc2C)CC1,-1%
N#Cc1ccc(S(=O)(=O)N2CCC(Oc3cccc(C(F)(F)F)c3)CC2)cc1,-5%
CC(=O)c1sc2c(c1C)c(=O)n(-c1ccc(Cl)cc1)c(=O)n2Cc1cc(=O)n2cc(Cl)ccc2n1,-1%
CC(C)CS(=O)(=O)c1oc(-c2ccc(F)cc2)nc1S(=O)(=O)c1ccccc1,-8%
O=C(Nc1ncc(Cc2ccc(Cl)cc2)s1)c1ccc2c(c1)CC(c1ccccc1)OC2=O (configuration not stated),0%
O=C(NCc1ccc(F)cc1)C1CCCN(c2ncnc3onc(-c4ccc(F)cc4)c23)C1 (configuration not stated),-9%
COC(=O)c1cc2occc2n1Cc1nc(-c2cccc(Br)c2)oc1C,-3%
COc1ccc(CCCc2nnc(SCC(=O)Nc3ccc(C)cc3)o2)cc1,-10%
Cc1cc2nc(N(Cc3cccnc3)C(=O)c3ccc(Cl)s3)sc2cc1C,0%
CC(C)c1ccc(NC(=O)Cn2nnc(C(=O)NCc3ccc(Cl)cc3)c2N)cc1,3%
CCCCC1CCC(C(=O)N2CC(=O)Nc3ccc(Cl)cc3C2c2ccc(F)cc2)CC1 (configuration not stated),-1%
CCCN(CCC)S(=O)(=O)c1ccc2c(c1)N(CC(=O)NCc1ccc(F)cc1Cl)C(=O)CS2,-7%
O=C(CSc1nc(=O)[nH]c2c1CCCC2)NCc1ccc(Cl)cc1,-3%
CC(C)(C)C(=O)Nc1ccc(-c2nc3ccc(NC(=O)C(C)(C)C)cc3[nH]2)cc1,1.9µM*
COc1cc(NC(=O)CN2CCCN(S(=O)(=O)c3ccc(F)cc3)CC2)cc(OC)c1,4%
Cc1ccccc1-n1cc(-c2ccccc2)nc1SCC(=O)Nc1ccc(F)cc1,-1%
COC(=O)Cn1nc(C)c2c(C)n(-c3ccccc3)nc2c1=O,-5%
Cc1ccc(C2C=C(c3ccc(Cl)cc3)Nc3nc(NC(=O)c4ccco4)nn32)cc1 (configuration not stated),?
CCN(Cc1ccccc1)C(=O)c1nc(-c2cccc(F)c2)n2c1CCCCC2,-7%
COc1cc(C2C(C(=O)Nc3ccc(Cl)cc3)=C(C)Nc3nc(SC)nn32)cc(OC)c1OC (configuration not stated),-4%
COc1ccc(OC)c(CCNC(=O)CCc2cn(Cc3cc(C)ccc3C)c3ccccc23)c1,-8%
Cc1nc2c(C(=O)NCCc3ccc(Cl)cc3)cnn2c(C)c1Cc1ccc(F)cc1,2%
CCOc1ccc(NC(=O)c2cn3c4c(ccc(Cl)c4c2=O)OC(C)C3)cc1 (configuration not stated),-1%
Cc1ccc(-c2c(C)n3c4c(=O)n(C)c(=O)n(C)c4nc3n2CCO)cc1,0%
COc1ccc(-c2cc(C(F)(F)F)nc(-n3nc(C(F)(F)F)cc3C)n2)cc1,4%
NC(=O)c1c(NC(=O)c2nc(SCc3ccccc3F)ncc2Cl)sc2c1CCCC2,-1%
O=C1CN(C(=O)c2ccc(S(=O)(=O)N3CCCCC3)cc2)C(c2ccc(F)cc2)c2cc(Cl)ccc2N1 (configuration not stated),1%
COc1ccc(C2=C(C(C)=O)Sc3nnc(-c4ccccc4)n3N2C(C)=O)cc1,-6%
COc1ccc(OC)c(CNC(=O)c2ccc(Sc3ccc(C)cc3)c(N)c2)c1,-15%
Cc1ccc(NC(=O)Cn2c(=O)n(Cc3ccc(F)cc3)c(=O)c3cccnc32)cc1C,-2%
CC1=C(c2ccc(Cl)cc2)S(=O)(=O)N=C1N1CCN(c2cccc(C)c2)C(C)C1 (configuration not stated),-14%
O=C(NCCc1ccccc1)c1ccc2c(c1)CCN2S(=O)(=O)c1ccccc1,3%
Cc1nnc(NCc2ccc(F)cc2)c2c1nnn2Cc1ccccc1Cl,-1%
O=C(c1ccccc1)N1CCCC(c2nc3c(nnn3Cc3ccc(F)cc3F)c(=O)[nH]2)C1 (configuration not stated),-16%
CC(=O)Nc1nonc1-c1nnc(SCC(=O)N(C)c2ccccc2)n1C,-6%
Cc1c(Cl)cccc1NC(=O)CCn1nc(C)c2c(C)n(-c3ccccc3)nc2c1=O,5%
